Screens: PubChem BioAssay, National Center for Advancing Translational Sciences (NCATS)
HT1080-NT tox: qHTS for induction of synthetic lethality in tumor cells producing 2HG: qHTS for the HT-1080-NT fibrosarcoma cell line | AID 686970, 2013 | 1.6% of 360,000 active | Potency, µM (series often up to 46.1 µM), for the others: at the highest dose activity, negative = less viability, most hits filed as cytotoxic | HT-1080-NT fibrosarcoma viability, CellTiter-Glo ATP luminescence, 48 h;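 also: NT is the 2HG producing partner of a matched IDH1 knockdown line; potency is read from the fitted curve at half-maximal effect; 0% = DMSO-treated cells and -100% = media-only wells without cells; nearly all actives have a fitted effect of over 55% in size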
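750 cells/well, RPMI + 5% FBS; 2 h settle, compound pin-transfer, 48 h at 37 degrees C. CellTiter-Glo 10 min RT, luminescence. Normalized to DMSO and media-only wells.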
SW480 rerep: A quantitative high throughput screen for small molecules that induce DNA re-replication in SW480 colon adenocarcinoma cells. SW480 DNA re-replication, Hoechst DNA content imaging, 48 h. AID 624297, 2012. Potency, µM (top dose mostly 46.1 µM), inactives show at the highest dose re-replication activation, hits mostly activators. 1.8% of 340,000 active; also: potency is read from the fitted curve at half-maximal effect; % of control where 0% means no effect; nearly all actives have a fitted effect of over 55% in size
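Hoechst fluorescence of nuclei (405 nm excitation, 500-530 nm emission) measured by plate-scanning imager after 48 hr compound exposure at 37 C; re-replication scored as increased number of nuclei with elevated intensity.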
HepG2 viability: qHTS for Inhibitors of TGF-b: Cytotox Counterscreen. 0.76% of 410,000 active. Potency, µM (series often up to 46.1 µM), for inactives: at the top dose activity change, negative = cytotoxicity, usual class: cytotoxic. AID 588856, 2011. HepG2 CAGA-GFP viability, ATP luminescence, 18 h; also: potency is read from the fitted curve at half-maximal effect; some results filed as inactive show a strong effect at the top dose
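HepG2 CAGA-GFP cells (1000/well, DMEM with 1% FBS) received compound, then TGF-beta at 500 pg/mL final, and were incubated 18 hours at 37 degrees C. Viability was read by CellTiter-Glo luminescence. Media-only wells were set as complete cell-killing and DMSO as no toxicity.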
KB-3-1 cytotox: qHTS assay for MDR1-selective chemotherapeutics: Primary screen using the parental adenocarcinoma cell KB-3-1; KB-3-1 viability, CellTiter-Glo ATP luminescence, 72 h; Potency, µM (highest dose often 46.1 µM), for the others: at the highest dose activity change, negative = cytotoxic, hits mostly cytotoxic; 1.4% of 400,000 active; also: potency is read from the fitted curve at half-maximal effect; % is scaled to controls: 0 for no effect and ±100 for the full control effect; nearly all actives have a fitted effect of over 60% in size
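Multi-concentration cytotoxicity screen in KB-3-1 cells grown in DMEM lacking phenol red with 10% FBS. After 72 h at 37 °C with compound, ATP-dependent luminescence was recorded.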
HT1080 IDH1KD tx: qHTS for induction of synthetic lethality in tumor cells producing 2HG: qHTS for the HT-1080-IDH1KD cell line; HT-1080 IDH1 knockdown viability, ATP luminescence, 48 h; Potency, µM (series often up to 46.1 µM), for inactives: at the highest dose activity, negative = toxicity, usual class: cytotoxic; 2% of 360,000 active; AID 686971, 2013;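 also: potency is read from the fitted curve at half-maximal effect; 0% = DMSO wells and -100% = cell-free medium wells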
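HT-1080-IDH1KD cells (IDH1 knocked down), 750/well in RPMI with 5% FBS, treated with compound 48 h at 37 degrees C. Viability by CellTiter-Glo luminescence, normalised to DMSO and no-cell wells; concentration-response curves classed.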
IL-1B inflam inh: qHTS for Inhibitors of Inflammasome Signaling: IL-1-beta AlphaLISA Primary Screen; THP-1 LPS/ATP IL-1B secretion, AlphaLISA, 16 h; hits give low values; activity change, % at 57.5 µM; 4.7% of 360,000 active; AID 743279, 2014; in the data active = activity change below about -50%; inconclusive = mostly about -30% to -49%; also: % is scaled to controls: 0 for no effect and ±100 for the full control effect
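THP-1 cells pretreated 1 hr with compounds (up to 57.5 uM final), then stimulated with LPS (250 ng/mL final) plus ATP (1.25 mM final); secreted IL-1B measured by AlphaLISA after 16 hr, decreased signal indicating inhibition.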
ATXN2 expr inh: Primary qHTS for Inhibitors of ATXN expression; 0.72% of 360,000 active; Potency, µM (series often up to 57 µM), without a hit: at the top dose activity change, negative = inhibition, most hits filed as inhibitors; HEK-293 ATXN2-luciferase reporter, luminescence, 24 h; AID 1745845, 2022; also: potency is read from the fitted curve at half-maximal effect; % is scaled to controls: 0 for no effect and ±100 for the full control effect; nearly all actives have a fitted effect of over 55% in size
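qHTS (up to 57 uM final) was run with 24 h compound exposure of reporter cells at 37 °C. Each well was multiplexed: SteadyGlo luminescence measured ATXN2-luciferase expression after a fluorogenic Gly-Phe-AFC viability readout (25 uM final).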
ATXN viability: Viability Counterscreen for Primary qHTS for Inhibitors of ATXN expression. 0.49% of 400,000 active. S2 cells (HEK-293 line with an ATXN2-luciferase reporter) viability, CellTiter-Fluor protease fluorescence, 24 h. AID 651635, 2014. Potency, µM (titrated, usually from 56.7 µM), usual class: cytotoxic; also: potency is read from the fitted curve at half-maximal effect; nearly all actives have a fitted effect of over 40% in size
MCF10A rerep: A quantitative high throughput screen for small molecules that induce DNA re-replication in MCF 10a normal breast cells | MCF 10A DNA re-replication, Hoechst nuclear intensity, 48 h | Potency, µM (top dose mostly 46.1 µM), for inactives: top-dose activity, positive = re-replication, actives largely listed as activators | AID 624296, 2012 | 2.9% of 350,000 active; also: potency is read from the fitted curve at half-maximal effect; % of control where 0% means no effect; nearly all actives have a fitted effect of over 50% in size
* hit, by the source's call; i = inactive; u = inconclusive; x = no result given; & = joins results of further samples; [ ] = remark or other dose. Unless noted, calls follow the shape of the dose curve; as a rule, active = well fitted curve in the direction sought with a large enough effect; inconclusive = small, poorly fitted or top-dose-only effect, or another doubt; inactive = no such curve, though single readings can be large; an effect the other way counts as inactive or inconclusive.

Fields – HepG2 viability	HT1080-NT tox	IL-1B inflam inh	MCF10A rerep	SW480 rerep	HT1080 IDH1KD tx	KB-3-1 cytotox	ATXN2 expr inh	ATXN viability
CC(=O)NNC(=O)c1[nH]c2ccc(Cl)cc2c1-c1ccccc1
 : -47%	-28%	7	8%	9%	u	-25%	x	i
CCOc1cc2c3c(c1)C1(OCCO1)C(=O)N3C(C)(C)CC2C (configuration not stated)
 : 0%	-1%	8	13%	-6%	-2%[9.24 µM]	-9%	-3%	i
CCc1nccn1S(=O)(=O)c1ccc(OC)c(OC)c1
 : -33%	4%	15	-3%	-1%	-4%	-9%	0%	i
Cc1cc(OC(=O)C(c2ccccc2)c2ccccc2)c([N+](=O)[O-])c(=O)[nH]1
 : 6%	17%	10	2%	-9%	10%	13%	8%	i
O=c1oc2ccccc2c(Nc2ccc3ncccc3c2)c1[N+](=O)[O-]
 : -36%	-2%	12	u	-1%	-4%	-4%	12%	i
C[C@@H]1CN([C@H](C)CO)C(=O)CCCn2cc(nn2)CO[C@H]1CN(C)C(=O)c1ccc(N2CCN(C)CC2)cc1
 : -1%	14%	14	x	x	23%	0%	13%	i
O=C(NCCc1c[nH]c2ccccc12)c1ccccc1
 : 1%	6%	-11	-1%	-5%	-1%	-2%	44%[activator]	i
CCCc1cc(=O)oc2cc(C)cc(OC(C)C(=O)NCCN3CCOCC3)c12 (configuration not stated)
 : 8%	-1%	25	-4%	24%	-2%	-2%	-4%	i
O=C(CCCO)N/N=C/c1cc(Br)ccc1O
 : -22%	-21%	28	u	u	u	-18%	-24%	i
CCCn1c(SC(C)C(=O)O)nc2ccccc21 (configuration not stated)
 : -1%	3%	0	-184%[0.0737 µM]	1%	-1%	-2%	-5%	i
N#Cc1ccsc1NC(=O)CSc1nnc(-c2ccccc2)o1
 : -20%	0%	21	10%	3%	-3%	5%	11%	u
COC(=O)c1c(NC(=O)c2nc3ccccc3s2)sc2c1CC(C)(C)NC2(C)C
 : -43%	-10%	-4	8%	-7%	7%	u	-15%	i
Cc1ccc(S(=O)(=O)N(C)Cc2nc(-c3ccccc3)oc2C)cc1
 : -4%	x	x	x	x	x	17%	-18%	u
Cc1nc(SCC(=O)N2CCN(C(=O)c3ccco3)CC2)c2c(C)c(C)sc2n1
 : -11%	2%	-22	-2%	-2%	4%	-3%	-21%	i
CC1CCCC(C)N1C(=O)c1cc(-c2ccc(Cl)c(Cl)c2)on1 (configuration not stated)
 : -3%	-20%	-5	24%	-7%	u	-3%	57%[activator]	i
CN1CCN(S(=O)(=O)c2ccc([N+](=O)[O-])cc2)CC1
 : -40%	-3%	4	28%	u	-3%	9%	-2%	i
CCCNC(=O)Cc1cc(=O)[nH]c(=O)[nH]1
 : 25%	-1%	42	-12%	-9%	6%	16%	5%	i
Cc1c(C(=O)N2CCN(S(=O)(=O)c3cccs3)CC2)oc2ccc(F)cc12
 : 7%	-8%	-10	2%	-6%	10%	-12%	x	i
O=C(COc1ccc(Br)cc1)N/N=C1/SCC(=O)N1Cc1ccccc1
 : -39%	-15%	-4	-1%	-2%	-13%	-4%	32%	i
CCN(C(=O)CN1CCN(S(=O)(=O)c2cc(Cl)ccc2Cl)CC1)c1c(N)n(Cc2ccccc2)c(=O)[nH]c1=O
 : -6%	-4%	-4	3%&9%	-5%&-21%	-2%	20%	1%	i
Cc1ccc(S(=O)(=O)/N=C2\C=C(Nc3ccc(O)cc3)C(=O)c3ccccc32)cc1
 : 3.2µM*	18µM*	-97*	3.3µM*	6.3µM*	23µM*	4.1µM*	6.3µM*	4µM*
COC(=O)C1(Cc2cc(-c3ccccc3)no2)CCN(C(=O)OC(C)(C)C)CC1
 : -28%	0%	-21	u	2%	2%	0%	12%	u
Cc1c(NC(=O)c2cc([N+](=O)[O-])ccc2N2CCOCC2)cccc1-c1nc2ccccc2o1
 : -13%	x	x	x	x	x	u	8%	i
Cc1ccccc1Cn1c(SCc2ccc(C(=O)NCCc3ccccc3)cc2)nc2ccncc21
 : -14%	x	x	x	x	x	-18%	-8%	u
COc1ccccc1C1CC(=O)NC(SCC(=O)Nc2ccccc2)=C1C#N (configuration not stated)
 : -7%	-2%	-4	0%	-4%	-3%	2%	-5%	i
O=C(Nc1ccc(N2CCCCC2)c(Cl)c1)c1cccnc1
 : -38%	u	0	9%	9%[9.22 µM]	u	0%	100%[activator]	i
CCOn1c(=O)c(-c2cccc(Br)c2)[n+]([O-])c2ccccc21
 : -2%	5%	-10	15%	1%	-8%	1%	-2%	i
O=C(c1ccco1)N1CCN(CCOc2ccc(F)cc2)CC1
 : 8%	5%	1	26%	-8%	0%	-9%	x	i
Cc1ccc(NC(=O)Cn2nnc(C(=O)NCc3ccco3)c2N)c(C)c1
 : 3%	21µM*	4	7%	u	u	-2%	5%	i
CCOc1ccc(CN2CCN(Cc3cn(CC)nc3C)CC2CCO)cc1 (configuration not stated)
 : 0%	7%	15	0%	-5%	2%	1%	x	i
Brc1ccc(Oc2ncc(CN3CCOCC3)s2)cc1
 : 6%	3%	16	8%	-8%	-2%	-11%	x	x
COc1ccc(NS(=O)(=O)c2cc(NC(=O)C3=NN(c4ccccc4)C(=O)CC3)ccc2OC)cc1
 : -26%	-19%	-8	-8%	6%	-16%	0%	0%	i
Cc1ccccc1Cn1ccc(NC(=O)c2cc3ncc(Br)cn3n2)n1
 : 14%	13%	3	1%	-6%	11%	-7%	x	i
COc1ccc(NC(=O)Nc2ccc(F)cc2)c(C)c1
 : 1%	6%	-26	-3%	-70%[inhibitor]	-15%	-2%	x	i
CNC(=O)NC(=O)COC(=O)c1n[nH]c2ccccc12
 : 12%	u	24	2%	-3%	12%	4%	-3%	i
CC(O)(Cc1cccnc1)c1cccs1 (configuration not stated)
 : 2%	13%	21	-3%	-2%	28%	-1%	10%	i
O=C(O)CCNc1ccc2c(c1)OCCO2
 : -7%	-7%	22	25%	u	-3%	-7%	2%	i
CCn1cc2nc(SCc3cc(C)ccc3C)n(Cc3ccc(OC)cc3)c(=O)c2n1
 : -14%	x	x	x	x	x	u	-3%	i
CCCNC(=O)C1(C)CCCN(Cc2ccc(-c3ccccc3)o2)C1 (configuration not stated)
 : -37%	-10%	-23	x	x	u	-18%	-36%	i
Cc1ccc([N+](=O)[O-])cc1S(=O)(=O)Nc1ccc(-c2ccc(N3CCOCC3)nn2)cc1
 : 2%	-1%	4	26%	1%	0%	4%	17%	i
OCCN(CCO)c1ccc(C(c2ccccc2Cl)c2ccc(N(CCO)CCO)cc2Cl)c(Cl)c1
 : -105%	-26%	u	u	10%	u	u	u	x
CN1CCN(S(=O)(=O)c2cccc(C(=O)Nc3cc(C(N)=O)cc(C(N)=O)c3)c2)CC1
 : 1%	-4%	13	3%	-7%	-8%	-2%	8%	i
Cc1ccccc1NC(=O)NCc1ccc2c(c1)OCO2
 : -2%	-1%	0	1%	-8%	-2%	5%	4%	i
O=C(CCN1C(=O)/C(=C\c2ccccc2Cl)SC1=S)N1CCN(c2ccccc2)CC1
 : -7%	2%	-107*	6.5µM*	-2%	19%	u	-3%	i
COc1cc(C(=O)N/N=C/c2ccc(OC(=O)c3cccc(C)c3)cc2)ccc1O
 : -1%	5%	i	-12%	u	4%	9%	-5%	i
O=C(c1cc(-c2cccc(O)c2)on1)N1CCCCC1
 : -42%	0%	u	2%	2%	2%	-1%	27%	i
COc1ccc(C(=O)NCC(=O)OCc2ccc(F)cc2)cc1
 : -30%	10%	24	-3%	0%	10%	2%	-18%	i
Cc1cccc(OCc2nnc(SCC(=O)Nc3ccc(N4CCOCC4)cc3)o2)c1
 : -8%	2%	28	3%	-2%	4%	-3%	1%	i
CCOc1ccc(N(CC(=O)Nc2cccc(F)c2)S(=O)(=O)c2c(C)noc2C)cc1
 : 1%	u	-1	u	18%	u	21µM*	-22%	i
COc1ccc(NC(=O)CCCCC(=O)Nc2ccc(OC)cc2)cc1
 : 12%	0%	-9	u	-1%	25%	-2%	-17%	i

Continuation.
Fields – HepG2 viability	HT1080-NT tox	IL-1B inflam inh	MCF10A rerep	SW480 rerep	HT1080 IDH1KD tx	KB-3-1 cytotox	ATXN2 expr inh	ATXN viability
COc1ccccc1C(OC(=O)c1cccs1)C(=O)NCc1ccco1 (configuration not stated)
 : -1%	7%	-6	u	u	11%	4%	0%	i
COc1ccc(C(C(=O)NC(C)(C)C)n2c(=O)c(-c3ccccc3)nc3ccccc32)cc1 (configuration not stated)
 : x	1%	-1	x	x	-6%	-10%	x	x
COc1ccc(C2=C(C)C(=O)N(Cc3ccc(C(=O)NCc4cccc(C)c4)cc3)S2(=O)=O)cc1
 : -4%	x	x	x	x	x	-13%	11%	i
O=P(CCNCc1ccco1)(c1ccccc1)c1ccccc1
 : -6%	4%	-6	9%	1%	1%	2%	-1%	i
O=C(Nc1ccncc1)c1cc(C2CCCCN2C(=O)CCCc2ccccc2)on1 (configuration not stated)
 : -35%	0%	2	x	x	-9%	-2%	-34%	u

Random draw from the library; any-hit rate near 8.9%.
